NPYLR7 ag = agonists of mosquito NPYLR7 receptor, primary screen, cell-based, Aedes aegypti, calcium fluorescence, mosquito biting behavior | HEK293T NPYLR7/Galpha15, GCaMP6s calcium fluorescence | activation, % at 10 µM | Aedes aegypti neuropeptide Y-like receptor 7 (NPYLR7) | 270,000 tested, 0.15% active; in the data active = activation above about 40%;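 also: 0% = vehicle and 100% = reference agonist at the receptor; some compounds past the cut are filed as inactive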
hcGAS lum = Primary biochemical luminescence assay for human cyclic GMP-AMP synthase inhibitors | Q8N884 | recombinant h-cGAS, ATP depletion, Kinase-Glo luminescence | inhibition, % at 12.5 µM | 290,000 tested, 0.081% active | AID 1259398, 2018;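 also: 0% = vehicle reaction and 100% = reaction without DNA for no activity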
Target sequence (Q8N884 whole entry, looked up): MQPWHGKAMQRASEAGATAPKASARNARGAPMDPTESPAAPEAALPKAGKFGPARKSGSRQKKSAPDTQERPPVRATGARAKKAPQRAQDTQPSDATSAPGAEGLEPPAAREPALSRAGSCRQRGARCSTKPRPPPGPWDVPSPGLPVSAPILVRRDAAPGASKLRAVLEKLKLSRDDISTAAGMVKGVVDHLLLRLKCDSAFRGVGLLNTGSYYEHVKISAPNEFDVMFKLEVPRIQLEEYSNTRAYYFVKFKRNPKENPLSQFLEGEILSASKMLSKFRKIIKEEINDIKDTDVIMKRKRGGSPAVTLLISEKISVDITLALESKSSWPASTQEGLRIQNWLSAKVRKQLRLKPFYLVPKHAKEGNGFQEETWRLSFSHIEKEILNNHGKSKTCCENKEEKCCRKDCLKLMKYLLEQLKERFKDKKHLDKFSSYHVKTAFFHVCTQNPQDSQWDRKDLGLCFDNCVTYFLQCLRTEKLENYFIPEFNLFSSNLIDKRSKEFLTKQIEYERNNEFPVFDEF
mcGAS lum = cyclic GMP-AMP synthase inhibitors, mouse, primary biochemical chemiluminescence; Q8C6L5; recombinant cGAS, Kinase-Glo ATP depletion luminescence; inhibition, % at 12.5 µM; 160,000 tested, 0.15% active; AID 1259399, 2018;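 also: 0% = negative control wells and 100% = reference inhibitor with no enzyme activity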
Numbers without * were called inactive; . = no result given; & = joins results of further samples. Rule as the data show it, unless noted: active = inhibition above about 40%; inactive = the rest.

nr	canonical_smiles	NPYLR7 ag	hcGAS lum	mcGAS lum
1	CC(=O)NC12CC3(C)CC(C)(CC(C)(C3)C1)C2	6	-4	.
2	CN(C)C(=O)C1CCCN1C(=O)c1ccc(Cn2ccnc2)o1 (stereo unspecified)	-4	-5	.
3	CC(=O)NC(C)(C)c1noc(-c2cnn(-c3ccc(Cl)cc3Cl)c2)n1	4	-8	-14
4	CNC(=O)[C@@H]1C[C@@H](N)CN1C(=O)CN1CCC(c2ccccc2)CC1	-3	-11	.
5	Cc1ccc2[nH]c3c(=O)n(CCC(=O)N4CCN(c5ncccn5)CC4)cnc3c2c1	.	-1	0
6	CCC(C(=O)N(CC(=O)N1CCc2sccc2C1c1ccc(Cl)cc1Cl)Cc1ccco1)c1ccccc1 (stereo unspecified)	-11	-14	-5
7	CSc1nc(C2CC2)cc(-c2ccccc2)c1C#N	2	2	.
8	CCN(CC)C1CCN(C(=O)Nc2c(C)nn(C(C)C)c2C)C1 (stereo unspecified)	-1	-6	.
9	CCOc1cc(C(=O)OCn2c(SC)nnc(C)c2=O)cc(OCC)c1OCC	4	-3	-6
10	CC1CCCCN1C(=O)c1ccccc1N1CCC(NC(=O)Cc2ccccc2)CC1 (stereo unspecified)	-3	-1	.
11	Cc1cc(C)n(C)c(=O)c1C(=O)N(C)CC1CCN(c2ccccc2)C1 (stereo unspecified)	-2	1	0
12	CCOc1ccc(S(=O)(=O)Nc2ccccn2)c2ccccc12	1	1	.
13	Cc1cc(C(=O)NCC2(c3ccc(F)cc3)CCOC2)nc(C)n1 (stereo unspecified)	0	-4	-11
14	Cc1ccccc1CN(C)C(=O)c1csc(S(=O)(=O)N2CCOCC2)c1	-1	-6	.
15	Cc1nc(C2CCCC2)sc1C(=O)NCC(=O)Nc1cccnc1	3	-10	.
16	CCC1CCCCN1C(=O)Cn1nc([N+](=O)[O-])c(Br)c1C (stereo unspecified)	1	-7	-4
17	CCNC1CCc2c(c(C(=O)NC)nn2Cc2ccccc2)C1 (stereo unspecified)	9	-6	-16
18	COCC(=O)Nc1ccc(N(C)C)c(CN(C(=O)Nc2cccc(F)c2)C(C)C(C)C)c1 (stereo unspecified)	1	-1	-5
19	Cn1c(=O)c2c(SCC(=O)NCCc3ccccc3)nc(-c3ccccc3F)nc2n(C)c1=O	-3	-5	-8
20	COC(C)(C)C(=O)N1CCC(c2cc(CC(=O)O)[nH]n2)CC1	6	-6	.
21	CCOC(=O)N1CCN(CC(=O)N2N=C(c3ccccc3Cl)CC2c2ccc3c(c2)OCO3)CC1 (stereo unspecified)	-1	-7	-6
22	COc1ccc(N2CCN(c3nc(SCc4ccc(C(=O)NCC5CCCO5)cc4)nc(C)c3C)CC2)cc1 (stereo unspecified)	9	-2	-6
23	O=C(c1cccs1)N1CCOC(CC2CCCCC2)C1 (stereo unspecified)	6	-5	.
24	Cc1ccc(S(C)(=O)=O)cc1S(=O)(=O)N1CCN(CC2CCCCC2)CC1	-3	4	.
25	Cc1cccc(C(O)c2ncc(-c3cccc(C(F)(F)F)c3)[nH]2)c1C (stereo unspecified)	-1	-4	.
26	NC(N)=NCC1COc2ccccc2O1 (stereo unspecified)	0	-2	.
27	CCN(CC)c1cc(Cl)nc(SCc2cccc(C(=O)N3CCN(c4ccccc4Cl)CC3)c2)n1	-5	-5	-2
28	CN(C)C(=O)c1ccc(Cl)c(NC(=O)c2ccc(C(F)(F)F)nc2)c1	-2	1	.
29	O=C(c1ccccc1)N1N=C(c2ccc(Br)cc2)CC1c1ccc(F)cc1 (stereo unspecified)	3	-5	-4
30	COCCN(Cc1ccc(OS(=O)(=O)c2cccc(C(F)(F)F)c2)cc1)C(=O)c1cccc(C(F)(F)F)c1	.	-6	-3

Other structures follow:
nr	canonical_smiles	NPYLR7 ag	hcGAS lum	mcGAS lum
31	Cc1noc(CCCC(=O)N(C)c2ccc3c(c2)CCO3)n1	2	1	.
32	COC(=O)C1=C(C)N(C)C(C)=C(C(=O)OC)C1c1ccc(OC)cc1OC	6	-7	-7
33	COc1ccccc1-n1c(-c2ccccc2)n[nH]c1=S	1	-2	-7
34	O=C(O)c1ccc(CSc2nc(-c3ccccc3)cc(N3CCN(c4ccccc4Cl)CC3)n2)o1	12	-3	-4
35	O=C(NCc1ccc(F)cc1)c1csc(CN(Cc2ccc(F)cc2)C(=O)Nc2cc(C(F)(F)F)cc(C(F)(F)F)c2)n1	-9	-8	-5
36	COc1ccc(-n2ccnc2-c2c(-c3ccccc3)ncn2CCCO)cc1	16	-4	.
37	COCCOc1nc(-c2ccc(C(F)(F)F)cc2)n(-c2cccc(NC(=O)Nc3cccc(Cl)c3)c2)n1	-7	7	1
38	CCCc1cc(NCC2CNCCOC2)nc(C)n1 (stereo unspecified)	-1	-4	.
39	CC1CCN(c2ncnc(N)c2[N+](=O)[O-])CC1	-2	-3	-6
40	COc1cc(-c2onc(C)c2C(=O)NCCCN(C)C)cc(OC)c1OC	5	-11	-6
41	Cc1cc(C)c2nc(N(Cc3cccnc3)C(=O)c3ccnn3C)sc2c1	.	-5	-10
42	CC(C)CN1C(=O)N(C)C(=O)C12CCN(Cc1cccc(Oc3ccccc3)c1)CC2	14	-7	-7
43	CCCNC(=O)C1(C)CCCN(Cc2cccc3ccccc23)C1 (stereo unspecified)	-11	2	2
44	CCN(CC)CC#CC(C)(C)OC(C)=O	-10	-5	.
45	O=C1CCC([N+](=O)[O-])C(c2cc3c(cc2Cl)OCO3)N1 (stereo unspecified)	5	-2	-3
46	O=C(NCc1ccncc1)C(C1CCCC1)N1CCN(C(=O)c2ccc([N+](=O)[O-])cc2)CC1 (stereo unspecified)	-3	-4	-5
47	CCOCCn1c(N2CCN(Cc3ccc(C)cc3)CC2)nc2c1c(=O)[nH]c(=O)n2C	5	-10	.
48	COc1ccc(-c2ccc(CCC(=O)NCCC#N)n2-c2ccc(SC)cc2)cc1	-4	-1	-1
49	O=C(Nc1nc(-c2ccco2)c(-c2ccco2)s1)c1cnccn1	-6	-4	.
50	COc1cc(CN2CCc3ccccc3C2)ccc1OCC(O)CN1CCSCC1 (stereo unspecified)	0	-2	.
51	COc1ccc(-c2ccc(OCCNS(=O)(=O)N(C)C)nn2)cc1	-8	-6	-8
52	Cc1cc(C)cc(-n2nc(C(=O)N(C)C3CCCCC3)c(=O)n(Cc3cccc(Cl)c3)c2=O)c1	1	-4	-5
53	CCNC(=O)c1coc(CN(Cc2cccc(C(F)(F)F)c2)Cc2cc(OC)ccc2OC)n1	10	0	-4
54	Cc1ccc(CNC(=O)C2CSCN2C(=O)c2ccccc2)cc1 (stereo unspecified)	1	-15	.
55	COc1ccc(OC)c(-n2c(=O)c3ccccc3c3ccccc3c2=O)c1	1	-8	.
56	Cc1ccc(CN2CCC(CN(C)Cc3ccc(N4CCNC4=O)cc3)CC2)o1	1	-8	-9
57	CN1N=C(C(=O)Nc2cc(S(=O)(=O)N3CCCCC3)ccc2N2CCCCCC2)CCC1=O	-2	0	-4
58	COc1ccc2cc(C3CN(C(=O)c4cc[nH]c4)CCO3)ccc2c1 (stereo unspecified)	-9	-7	.
59	COc1ccccc1NC1=NC2(CCCC2)N=C(N)N1	25	-3	-3
60	CC(C)N(Cc1ccc(OS(=O)(=O)c2cccc(C(F)(F)F)c2)cc1)S(=O)(=O)c1cccc2cccnc12	.	-9	-6

One compound at a time (already shown):
O=C(NCc1ccncc1)C(C1CCCC1)N1CCN(C(=O)c2ccc([N+](=O)[O-])cc2)CC1 (stereo unspecified) across the screens: NPYLR7 ag = -3; hcGAS lum = -4; mcGAS lum = -5
COc1ccc(-n2ccnc2-c2c(-c3ccccc3)ncn2CCCO)cc1 across the screens: NPYLR7 ag = 16; hcGAS lum = -4; mcGAS lum = .
O=C(NCc1ccc(F)cc1)c1csc(CN(Cc2ccc(F)cc2)C(=O)Nc2cc(C(F)(F)F)cc(C(F)(F)F)c2)n1 across the screens: NPYLR7 ag = -9; hcGAS lum = -8; mcGAS lum = -5

Back to the main list, repeating the three entries before the break.
nr	canonical_smiles	NPYLR7 ag	hcGAS lum	mcGAS lum
58	COc1ccc2cc(C3CN(C(=O)c4cc[nH]c4)CCO3)ccc2c1 (stereo unspecified)	-9	-7	.
59	COc1ccccc1NC1=NC2(CCCC2)N=C(N)N1	25	-3	-3
60	CC(C)N(Cc1ccc(OS(=O)(=O)c2cccc(C(F)(F)F)c2)cc1)S(=O)(=O)c1cccc2cccnc12	.	-9	-6
61	O=C(O)c1ccccc1CN(Cc1ccccn1)CC1CCCO1 (stereo unspecified)	2	-9	.
62	CC(C)c1cc(C(=O)NCCCc2csc(N)n2)n(C)n1	0	-2	-1
63	O[C@@H]1CN(Cc2cnn(-c3ccccc3)c2)CC[C@H]1c1ccc(F)cc1	2	-3	.
64	Cc1cc(C)cc(N2CCN(C(=O)CCc3ccccc3)C(C)C2=O)c1 (stereo unspecified)	-8	0	-3
65	CN(Cc1ccccc1)c1nc2c(c(=O)n(C)c(=O)n2C)n1Cc1ccccc1	3	-3	-7
66	Cc1cc(O)c(CN2CCN(CCO)CC2)c2c1C(=O)/C(=C/c1ccco1)O2	28	-2	-10
67	COc1cc(CN2CCN(S(=O)(=O)Cc3ccccc3)CC2)ccc1OC(F)F	2	-10	.
68	Cc1ccc(NS(=O)(=O)c2ccc3[nH]cc(C(=O)O)c(=O)c3c2)cc1C	1	-2	-4
69	O=C(CN1CCOC1=O)N1CC[C@@H](c2ccc3ccccc3c2)[C@H](O)C1	-1	-2	.
70	CC(c1ccc(Cl)c(Cl)c1)S(=O)(=O)CCO (stereo unspecified)	6	-7	.
71	Cc1nn(CC2(C)NCCc3[nH]cnc32)c(C)c1Cl (stereo unspecified)	1	4	.
72	CCCc1c(C(=O)N2CCN(C)CC2)cnn1Cc1ccccc1	18	-8	-5
73	COc1cccc(-c2cccc(NC(=O)C3CCN(Cc4ccon4)CC3)c2)c1	4	4&-2	.
74	CC(=O)NCCNC(=O)CC1(C)N=C(c2ccc(-c3ccccc3)cc2)N(C)O1 (stereo unspecified)	8	-4	.
75	CCCCc1ccc(S(=O)(=O)Nc2ccccc2C(=O)NCc2ccc(Cl)cc2)cc1	2	4	-2
76	Cc1ccccc1CSc1nnc(C(C)NC(=O)C2C[C@H]2c2ccccc2)n1-c1ccc(Cl)cc1Cl (stereo partly specified)	-8	5	-1
77	CCOc1ccc(S(=O)(=O)N2CCCCC2)cc1NC(=O)CSC	4	-5	.
78	CCN(CC)c1ccc(/C=C2/C(=O)N(c3nc(-c4ccc5ccccc5c4)cs3)N=C2C)cc1	4	-2	-4
79	CC(C)Oc1cccc(C(=O)C2CCCN(C(=O)Cc3cnc4ncnn4c3)C2)c1 (stereo unspecified)	4	-5	-7
80	CCc1ccc(C(=O)N2CCN(c3nc(-c4ccccc4)nc(C)c3Cc3cc(C)ccc3C)CC2)cc1	.	-11	-10
81	Cc1cc(Oc2ccc(F)cc2F)nc(SCc2cccc(Cl)c2)n1	2	-4	-5
82	COc1ccc(/C=C/C(=O)N2CCCC(c3nc(C)ncc3Cc3ccccc3)C2)cc1 (stereo unspecified)	6	-5	-25
83	COc1ccccc1NC(=O)N(Cc1cccc(C(F)(F)F)c1)CC1CC(c2ccccc2OC)=NO1 (stereo unspecified)	16	1	-6
84	Cc1ncsc1CCC(=O)N1[C@@H]2CC[C@H]1CNC(=O)C2	11	-5	.
85	COc1ccc(Oc2cc(N3CCN(C(=O)N(C)C)C(C)C3)ncn2)cc1 (stereo unspecified)	-9	-4	-4
86	COc1ccc([N+](=O)[O-])cc1N=Nc1c(C)[nH]n(-c2nc(-c3ccc(Cl)cc3)cs2)c1=O	-6	5	-6
87	Cc1ccc(N2C(=O)CC(C(=O)OCC(=O)N(C)CCC#N)C2c2cccs2)cc1 (stereo unspecified)	-3	-9	.
88	CCOC(=O)CNC(=O)N1CCN(c2nc(-c3ccc(C)cc3)nc(C)c2Cc2ccccc2)CC1	19	-7	-4
89	CC1(C(=O)Nc2ccc(Cl)c(Cl)c2)CCN1C(=O)CC1CC1 (stereo unspecified)	2	-11	.
90	O=C(O)[C@H]1C[C@]2(CCCCN(CCO)C2=O)N(C(=O)OCc2ccccc2)[C@H]1c1ccco1	6	-5	-6

Next part:
nr	canonical_smiles	NPYLR7 ag	hcGAS lum	mcGAS lum
91	CC(C)COC(=O)OCN1C(=O)CN(CCN2CC(=O)N(COC(=O)OCC(C)C)C(=O)C2)CC1=O	4	2	-4
92	Oc1ccc(C2CCCN2Cc2cc(Cl)cc3c2OCOC3)cc1 (stereo unspecified)	5	-5	.
93	Cc1csc(CN(C)c2ncccc2C(=O)N2CCCCC2)n1	8	-10	.
94	O=C1CCCc2occ(C(=O)N3CCC4(CC3)OCc3ccccc34)c21	3	-2	.
95	CC(C)C(=O)NCCc1ccc(I)s1	5	-1	.
96	CCOCC1CCN(C(=O)NC(c2ccccn2)C(C)C)C1 (stereo unspecified)	-5	0	.
97	N#CC1(NC(=O)Cn2nnc(-c3ccc(Cl)cc3)n2)CCCCC1	4	-6	-9

The order is random. Share with any hit: about 0.27%.
